High-throughput results as filed in PubChem BioAssay.
HP1b binding inh = blocks HP1-beta chromodomain binding to methylated histone tails. P83916. AlphaScreen HP1-beta / biotin-H3K9me3 peptide binding. Potency, µM (top dose mostly 114 µM), without a hit: at the highest dose activity change, negative = inhibition, usual class: inhibitors. 0.56% of 390,000 active; note: potency is the fitted concentration of half-maximal effect; nearly all actives have a fitted effect of over 70% in size; inactives centre near 23
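HP1-beta protein (50 nM final) preincubated 30 min at room temperature with biotinylated H3(1-18)K9me3 peptide (50 nM) in PBS pH 7.4, 0.01% Tween-20, then compound added for 30 min. AlphaScreen streptavidin donor/nickel chelate acceptor beads (10 ug/mL final), 30 min dark, luminescence read.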
POLH inh = blocks human DNA polymerase eta activity. Q9Y253. recombinant Pol eta, fluorescent DNA replication assay. Potency, µM (highest dose often 114 µM), for the others: at the top dose activity change, negative = inhibition, usual class: inhibitors. 1.2% of 390,000 active. AID 588591; note: potency is the fitted concentration of half-maximal effect; % is set by controls: 0 for no effect and ±100 for the full control effect
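Pol eta (10 nM) was preincubated with compounds for 15 min at room temperature, after which fluorescent replication substrate (50 nM final) was added to start the reaction. Fluorescence was read kinetically at 0 and 10 min.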
BAZ2B block = BAZ2B (human) inhibition; AID 504333; 4.4% of 360,000 active; Potency, µM (titrated, usually from 114 µM), without a hit: at the top dose activity change, negative = inhibition, most hits filed as inhibitors; AlphaScreen BAZ2B-H3K14Ac peptide displacement; note: potency is the fitted concentration of half-maximal effect; % is set by controls: 0 for no effect and ±100 for the full control effect; nearly all actives have a fitted effect of over 60% in size
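BAZ2B (50 nM) with biotin-H3(5-23)K14Ac peptide (50 nM) in PBS pH 7.4, 0.01% Tween-20, preformed 30 min, then compound 30 min at room temperature; top concentration 110uM. AlphaScreen streptavidin donor/nickel chelate acceptor beads (10 ug/mL final), 20 min dark, signal read.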
GLS inhibitor = glutaminase GLS (human) inhibition; O94925; GLS enzymatic activity, qHTS titration; Potency, µM (highest dose often 45.5 µM), for the others: at the highest dose activity change, negative = inhibition, most hits filed as inhibitors; 0.21% of 410,000 active; note: potency is the fitted concentration of half-maximal effect; % is set by controls: 0 for no effect and ±100 for the full control effect
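Compounds were pin-transferred onto hKGA, after which L-glutamine (1 mM solution) and a detection mix of glutamate oxidase, HRP and Amplex Red were added. Initial and 30 min RT fluorescence reads were collected.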
PI4K2A block = blocks human PI4K2A kinase activity | Q9BTU6 | purified PI4K2A, ADP-Glo luminescence, 1 h; stronger effect = lower value | activity change, negative = inhibition, % at 76.9 µM | 0.13% of 420,000 active | AID 1346378; in the data active = activity change below about -50%; inconclusive = mostly about -30% to -49%;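 note: -100% = wells without enzyme as full effect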
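In this quantitative HTS, ADP production by PI4K2A was quantified luminescently after 1 h at ambient temperature; 100 microM adenosine served as plate-quality control.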
G9a inh = inhibitors of human histone lysine methyltransferase G9a | G9a H3K9 monomethylation, AlphaScreen, 2 h | Potency, µM (top dose mostly 102 µM), without a hit: top-dose activity, negative = inhibition, usual class: inhibitors | 8.8% of 350,000 active | AID 504332; note: potency is the fitted concentration of half-maximal effect; % is set by controls: 0 for no effect and ±100 for the full control effect; nearly all actives have a fitted effect of over 75% in size
Target sequence (Q96KQ7 913-1193 limits assumed): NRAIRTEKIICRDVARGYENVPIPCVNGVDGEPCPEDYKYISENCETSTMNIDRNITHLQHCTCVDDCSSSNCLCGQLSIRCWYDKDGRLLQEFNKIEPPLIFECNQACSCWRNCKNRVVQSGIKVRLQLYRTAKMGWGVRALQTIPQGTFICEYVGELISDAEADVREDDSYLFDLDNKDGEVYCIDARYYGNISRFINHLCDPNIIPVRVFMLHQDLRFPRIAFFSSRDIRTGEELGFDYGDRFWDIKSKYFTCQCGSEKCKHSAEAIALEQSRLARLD
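Enzyme 20 nM + cpd, 15 min RT; add b-H3K9 pep 500 nM / SAM 20 uM; 2 h RT; anti-H3K9me1 Ab 0.5 ug/mL + SA donor / anti-rabbit acceptor beads 20 ug/mL each, 10 min; AlphaScreen read.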
JMJD2A Tudor inh = blocks the human JMJD2A Tudor domain. O75164. AlphaScreen JMJD2A-Tudor / H3K4me3 peptide binding. Potency, µM (highest dose often 114 µM), for the others: at the highest dose activity change, negative = inhibition, hits mostly inhibitors. 4.4% of 390,000 active. AID 504339; note: potency is the fitted concentration of half-maximal effect; % is set by controls: 0 for no effect and ±100 for the full control effect; nearly all actives have a fitted effect of over 50% in size
PGK inhibitor = inhibitors of T. brucei phosphoglycerate kinase. P07378. PGK/GAPDH coupled, Kinase-Glo luminescence, 60 min. Potency, µM (series often up to 57.5 µM), without a hit: top-dose activity change, negative = inhibition, actives largely listed as inhibitors. 0.043% of 380,000 active. AID 602233; note: potency is the fitted concentration of half-maximal effect; % is set by controls: 0 for no effect and ±100 for the full control effect; nearly all actives have a fitted effect of over 60% in size
Target sequence (P07378 whole entry, looked up): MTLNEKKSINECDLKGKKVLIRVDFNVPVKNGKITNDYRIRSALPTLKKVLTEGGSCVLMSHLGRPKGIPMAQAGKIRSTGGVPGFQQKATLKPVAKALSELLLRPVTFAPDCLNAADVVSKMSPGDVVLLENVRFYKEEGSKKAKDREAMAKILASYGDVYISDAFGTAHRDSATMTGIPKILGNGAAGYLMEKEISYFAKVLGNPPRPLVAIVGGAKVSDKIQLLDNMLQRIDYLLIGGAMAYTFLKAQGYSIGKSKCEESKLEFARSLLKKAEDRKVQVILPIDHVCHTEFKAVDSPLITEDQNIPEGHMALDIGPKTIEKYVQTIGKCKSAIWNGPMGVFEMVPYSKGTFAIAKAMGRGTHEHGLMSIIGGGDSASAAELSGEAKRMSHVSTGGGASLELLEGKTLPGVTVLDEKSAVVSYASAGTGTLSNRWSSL
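Recombinant glycosomal PGK reaction used 1,3-bisphosphoglycerate generated in-well by GAPDH (100nM final) in 100mM TEA pH 7.6, 5mM MgCl2, 0.01% Tween-20. After 60 minutes at room temperature, ATP was read by Kinase-Glo Plus luminescence end-point.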
Pin1 inhibitor = blocks the human prolyl isomerase Pin1; 0.009% of 390,000 active; Pin1 FP peptide displacement, HiFluor488, 10 min; AID 504891; Q13526; Potency, µM (top dose mostly 115 µM), for the others: top-dose activity, negative = inhibition, most hits filed as inhibitors; active = well fitted inhibition curve with a large enough effect in the polarisation, with a control signal flat, not every such curve was filed as active; inconclusive = small, poorly fitted or top-dose-only effect, or effect the other way, or a change in a side signal; inactive = no such curve, though single readings can be large or run the other way; the % refers to the polarisation; note: potency is the fitted concentration of half-maximal effect; % is set by controls: 0 for no effect and ±100 for the full control effect
Target sequence (Q13526 whole entry, looked up): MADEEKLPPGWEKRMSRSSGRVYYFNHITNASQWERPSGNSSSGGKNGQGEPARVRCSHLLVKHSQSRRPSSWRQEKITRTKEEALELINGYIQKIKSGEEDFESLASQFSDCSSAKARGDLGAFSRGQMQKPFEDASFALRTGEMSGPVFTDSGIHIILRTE
The depositor's hits bear a star; i = inactive; ? = inconclusive; nt = no result given; [ ] = dose if it differs, or a comment. Unless noted, calls come from the whole dose curve; as a rule, active = well fitted curve in the direction sought with a large enough effect; inconclusive = small, poorly fitted or top-dose-only effect, or another doubt; inactive = no such curve, though single readings can be large; an effect the other way counts as inactive or inconclusive.

HP1b binding inh | POLH inh | BAZ2B block | GLS inhibitor | PI4K2A block | G9a inh | JMJD2A Tudor inh | PGK inhibitor | canonical_smiles | Pin1 inhibitor
41.1%[activator] | -9.9% | -1.6% | 1.7% | 2.9 | 6.1% | -10.0% | -0.6% | CC(C)CC(NC(=O)C1CCC(C)CC1)C(=O)NCc1ccccn1 (stereo not given) | -0.8%
17.7% | ? | -9.3% | -5.4% | 3.0 | -7.6%[59 µM] | -14.6% | -2.9% | CC(NC(=O)CC(c1ccccc1)c1cc(Cl)ccc1O)c1ccccc1 (stereo not given) | 2.2%
12.7% | -4.0% | -11.2% | 15.9% | -5.4 | 13.1%[2.33 µM] | -25.4% | -15.6% | COc1ccc(-c2cn(Cc3ccc(C(N)=O)cc3)c(-c3ccncc3)n2)cc1 | -2.9%
13.3% | -27.7% | -7.0% | -7.7% | 2.9 | -1.9% | -16.8% | -5.5% | COC(=O)CN1C(=O)[C@H]2[C@@H](C3CC3)N3C(=O)CN(Cc4ccc(-c5ccccc5)cc4)C(=O)[C@@]3(Cc3ccccc3)[C@H]2C1=O | 20.8%
34.6% | -11.0% | -3.6% | -7.9% | 3.6 | 5.9% | 0.0% | -2.4% | COc1ccc(CNC(=O)[C@@H](C)NC(=O)[C@@H]2Cc3ccccc3CN2)cc1 | -3.3%
32.8%[activator] | -16.4% | nt | 2.1% | -2.2 | nt | -6.2% | -8.4% | CCOC(=O)c1ccc(N=Cc2cnc(N)nc2N)cc1 | 0.6%
11.8% | 8.3% | -28.7% | -0.7% | 3.8 | 5.7%[59 µM] | -17.5% | -11.9% | O=C(COC(=O)c1ccc(Cl)c(S(=O)(=O)N2CCCC2)c1)NCc1cccs1 | -2.5%
53.4%[activator] | -8.4% | -35.1% | 14.9% | -1.8 | -129.5%[59 µM] | -22.4% | i | S=c1[nH]nc(C2(c3ccccc3)CCCC2)o1 | -0.8%
31.5%[activator] | -3.2% | 6.2% | -4.8% | 6.8 | -12.9% | -11.7% | -9.7% | CCOC(=O)c1c(C)c(C(=O)NCCCOC(C)C)c(C)n1C | 0.6%
32.5% | -9.3% | -23.7% | -2.6% | -2.8 | 39.8µM* | -14.9% | 1.3% | CCN(CC)CCNS(=O)(=O)c1ccc(/C=C/C(=O)O)cc1 | 1.6%

Continued; the last two above are carried over.
HP1b binding inh | POLH inh | BAZ2B block | GLS inhibitor | PI4K2A block | G9a inh | JMJD2A Tudor inh | PGK inhibitor | canonical_smiles | Pin1 inhibitor
31.5%[activator] | -3.2% | 6.2% | -4.8% | 6.8 | -12.9% | -11.7% | -9.7% | CCOC(=O)c1c(C)c(C(=O)NCCCOC(C)C)c(C)n1C | 0.6%
32.5% | -9.3% | -23.7% | -2.6% | -2.8 | 39.8µM* | -14.9% | 1.3% | CCN(CC)CCNS(=O)(=O)c1ccc(/C=C/C(=O)O)cc1 | 1.6%
21.3% | 6.7% | 10.2% | -3.9% | -3.4 | -0.4% | -7.0% | nt | COC(=O)C1=C(C)NC(=O)NC1C1CC=CCC1 (stereo not given) | 1.6%
43.2%[activator] | -12.8% | -16.3% | -1.5% | -4.8 | ? | -6.1% | -7.6% | COCCn1c(-c2ccc(Br)cc2)nc2oc3cc(OC)ccc3c(=O)c2c1=O | 3.3%
75.1%[activator] | -9.9% | nt | -3.9% | -0.5 | nt | -3.6% | 1.1% | CCCCNS(=O)(=O)c1ccc(Br)cc1N1CCC[C@H]1CO | -6.3%
12.2% | -16.1% | 6.3% | 12.6% | -5.1 | -0.2% | -19.2% | -3.4% | Cc1ccc(NC(=O)CSCC(=O)Nc2ccccc2N2CCCCC2)cc1 | ?
21.7% | -9.2% | 10.8% | -1.0% | 3.4 | 27.5% | -18.7% | -5.5% | Nc1c(C(=O)c2cccs2)oc2ccccc12 | 2.1%
60.5%[activator] | 9.5% | 0.0% | -4.7% | -3.2 | -24.3% | -4.8% | i | CCN(CC)CCCN=C(N)N | -7.0%
18.5% | 0.8% | ? | 4.3% | -0.8 | 4.5%[59 µM] | -19.9% | -2.9% | CCCC(=O)OCc1cnc(C)c2oc(=O)c(C(=O)Nc3ccccc3)cc12 | -2.8%
11.4% | -7.6% | 12.1% | -1.2% | 1.8 | 11.7%[59 µM] | -17.9% | i | Cc1nc(Cc2nnc(SCC(=O)N(C)c3ccccc3)o2)cs1 | 0.3%
30.6% | -1.5% | -19.0% | -3.2% | -2.8 | 57.6%[activator] | -6.0% | i | O=C(COc1ccccc1)Nc1ccncc1Cl | -4.3%
29.9% | -1.5% | 0.7% | 1.7% | 0.8 | -21.3%[59 µM] | -3.7% | nt | COc1ccc(NC(=O)CSc2nc(N)c(-c3ccccc3)c(=O)[nH]2)cc1 | 0.4%
50.0%[activator] | ? | -2.1% | -16.7% | -4.4 | 10.2%[0.0925 µM] | -10.7% | -6.1% | Cc1cc(C)n2c(SCC(=O)N(C)C3CCS(=O)(=O)C3)nnc2n1 (stereo not given) | -0.3%
26.2% | 28.2µM* | -3.2% | -3.1% | 2.1 | -4.5%[59 µM] | -7.0% | -1.8% | N#C/C(=C\c1ccc(OCc2ccc(C(=O)O)cc2)cc1)C(=O)N1CCOCC1 | 0.2%
17.1% | -2.8% | -20.7% | -10.9% | 6.3 | -4.9%[59 µM] | -3.1% | 8.3% | CCC(C)NC(=O)Cn1c(=O)n(CCCCCC(=O)NCc2ccccc2Cl)c(=O)c2sccc21 (stereo not given) | 39.0%[activator]
46.5%[activator] | -19.5% | -18.9% | -4.9% | 2.2 | 4.0% | 12.7% | -8.9% | COc1ccccc1NC(=S)N(c1ccccc1)C(C)C | 1.7%
44.7%[activator] | -1.7% | nt | -7.5% | -0.3 | nt | -8.6% | i | CC[C@]12c3[nH]c4ccc(Cl)cc4c3CCN1C(=O)[C@@H](CC(=O)NCCCOC)C[C@@H]2C(=O)N1CCN(C(=O)C2CC2)CC1 | 2.8%
43.4%[activator] | -2.3% | -29.5% | 2.6% | -1.4 | 9.4% | -15.3% | -9.6% | CC(=O)N1c2ccc(S(=O)(=O)NCC3CCC(C(=O)Nc4cc(C)ccn4)CC3)cc2CC1C (stereo not given) | -3.2%
? | -10.3% | nt | ? | -16.6 | -10.7%[59 µM] | ? | 3.9% | CCCC(c1c(C)n(C)n(-c2ccccc2)c1=O)c1c(C)n(C)n(-c2ccccc2)c1=O | 0.9%
38.3% | -8.1% | 11.0% | 7.9% | 1.2 | 1.6% | -17.0% | 0.9% | Nc1cc(-c2ccc(Cl)cc2)nn1S(=O)(=O)c1ccc(Cl)cc1 | ?
17.3% | -13.7% | -35.4% | 5.9% | -1.8 | -15.9% | -15.5% | -7.9% | COc1ccc(OC)c(CCNC(=O)CCc2nnc3ccc(N4CCCCC4)nn23)c1 | -4.0%
47.2%[activator] | -7.0% | -4.7% | -5.3% | -2.5 | 11.1% | -6.2% | -2.9% | Cc1cc(CNC(=O)C2CCC(=O)N(CCc3cccc(F)c3)C2)on1 (stereo not given) | -5.5%
7.6% | 0.2% | 10.7% | -1.0% | 2.2 | 11.5%[0.501 µM] | -13.1% | -0.1% | CC(OC(=O)c1cccc(O)c1)C(=O)N(C)Cc1ccccc1 (stereo not given) | 3.1%
32.2% | -5.4% | -25.5% | 0.7% | -3.8 | 20.4% | -6.8% | i | COc1ccc2cc3c(nc2c1)OCC3 | -2.6%
14.6% | -11.9% | -4.7% | 4.3% | 4.7 | ? | -12.7% | 8.0% | O=C(COC(=O)[C@H](Cc1ccccc1)NC(=O)c1ccco1)NC(c1ccccc1)c1ccccc1 | 16.0%
21.3% | -9.7% | 6.4% | 10.7% | -3.7 | -12.4% | -17.2% | -4.4% | CN(c1ccccc1)S(=O)(=O)c1cccc(NC(=O)CSc2ncn[nH]2)c1 | -3.8%
39.8%[activator] | 7.4% | 3.6% | 0.6% | -1.4 | 0.4%[2.33 µM] | -13.8% | 5.1% | CCN(CC(=O)NC1CCS(=O)(=O)C1)c1ccc([N+](=O)[O-])cc1C#N (stereo not given) | 12.6%
30.4% | -10.3% | 9.6%[57.1 µM] | 4.3% | 1.3 | -4.2%[59 µM] | 2.6% | -5.4% | CCc1ccccc1NC(=O)C1CCCN(c2ncnc3onc(C)c23)C1 (stereo not given) | -5.8%
41.8%[activator] | -17.4% | -0.8% | 1.0% | -2.8 | 4.6% | -8.3% | 3.5% | CC(C)C(=O)Nc1cccc(NC(=O)c2cccc(F)c2)c1 | -8.7%
29.2% | 1.2% | 5.9% | 21.0% | -1.5 | 9.0%[0.501 µM] | -9.6% | -2.8% | Cc1ccnc(NCc2ccccc2O)c1 | -0.9%
20.1% | ? | 7.5% | 15.4% | -0.9 | -0.6% | -26.5% | i | CN(C)c1ccc(/C=C(\C#N)C(=O)Nc2nc3c(s2)CCN(Cc2ccccc2)C3)cc1 | ?
49.2%[activator] | -4.6% | 14.7% | -10.2% | 9.7 | 4.3% | 7.5% | i | CCOP(=O)(c1ccccc1)C1(C#N)CC1 (stereo not given) | -1.6%
23.5% | -5.4% | 9.5% | -12.3% | -4.2 | 10.3%[0.0925 µM] | 9.0% | -17.5% | N/C(=N\OC(=O)c1ccc(Br)cc1)c1ccccc1 | 0.2%
9.2% | -6.7% | -1.0% | 1.3% | 2.3 | nt | -9.6% | -3.6% | COc1ccc(C(=O)N2CCSCC2)cc1OC1CCN(C(C)=O)CC1 | -6.0%

A portion of the library; count on the stated rates, not on these rows.
